PAFAH1B2 inh – inhibitors of human PAFAH1B2. inhibition, % at 3.39 µM. actives 1.2% (n = 340,000). recombinant PAFAH1B2, FP-rhodamine activity probe, fluorescence polarization;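 active = inhibition above the mean of all tested compounds plus 3 SD, cut at about 24% in these data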;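 also: 0% = enzyme with DMSO and 100% = wells lacking PAFAH1B2; many of its hits are not listed in these tables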
Target sequence (P68402 whole entry, looked up): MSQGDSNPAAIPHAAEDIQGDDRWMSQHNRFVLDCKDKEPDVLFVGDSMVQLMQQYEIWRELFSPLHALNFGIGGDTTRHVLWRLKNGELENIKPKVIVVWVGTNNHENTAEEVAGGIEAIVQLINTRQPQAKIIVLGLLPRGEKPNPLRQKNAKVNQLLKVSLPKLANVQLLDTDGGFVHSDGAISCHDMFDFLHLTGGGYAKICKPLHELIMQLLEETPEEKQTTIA
PAFAH1B3 FP inh – blocks human PAF acetylhydrolase 1B catalytic subunit 3; recombinant PAFAH1B3, FP-rhodamine probe, fluorescence polarization; inhibition, % at 3.39 µM; AID 492972; actives 0.28% (n = 340,000);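 active = inhibition above the screen-wide average of all tested compounds plus 3 SD, cut at about 25% in these data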;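 also: 0% = enzyme with DMSO only and 100% = wells lacking PAFAH1B3 protein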
Target sequence (Q15102 whole entry, looked up): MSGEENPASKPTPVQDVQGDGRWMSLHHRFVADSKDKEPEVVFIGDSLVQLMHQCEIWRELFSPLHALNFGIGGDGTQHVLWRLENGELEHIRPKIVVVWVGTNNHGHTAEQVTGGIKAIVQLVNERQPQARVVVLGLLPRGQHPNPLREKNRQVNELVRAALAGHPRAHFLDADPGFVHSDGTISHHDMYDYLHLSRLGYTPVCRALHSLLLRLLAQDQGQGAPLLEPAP
GSTO1 inh – GSTO1 inhibition, counter-screen for RBBP9 inhibitors; P78417; recombinant GSTO1, activity-based probe fluorescence polarization; inhibition, % at 5.96 µM; actives 1.1% (n = 300,000);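 active = inhibition above the campaign mean inhibition plus 3 SD, cut at about 35% in these data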;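 also: 0% = GSTO1-1 with DMSO and 100% = wells lacking GSTO1-1 enzyme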
PREPL inhibitor – inhibits the human prolyl oligopeptidase-like enzyme; recombinant PREPL, fluorescence polarization activity-based probe; actives 0.68% (n = 320,000); inhibition, % at 5.96 µM; Q4J6C6; AID 2751; in the data active = inhibition above about 43%;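 also: 0% = enzyme with DMSO and 100% = wells lacking enzyme; many of its hits are not listed in these tables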
PAD4 FP inh – blocks human protein arginine deiminase 4; Q9UM07; recombinant PAD4, RCA probe fluorescence polarization; inhibition, % at 6.36 µM; actives 0.41% (n = 330,000); AID 485272;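 active = percent inhibition above a cutoff equal to the mean of all tested compounds plus 3 SD, cut at about 15% in these data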;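 also: 0% = PAD4 with RCA probe and DMSO and 100% = probe without PAD4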
LYPLA2 inh – LYPLA2 (human) inhibition in PME1 counter-screen; O95372; recombinant LYPLA2, FP-Rh probe fluorescence polarization; inhibition, % at 5.9 µM; actives 0.38% (n = 320,000);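 active = inhibition above the screen-wide mean plus 3 SD, limit set per campaign, cut at about 26% in these data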;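 also: 0% = LYPLA2 with DMSO and 100% = wells lacking LYPLA2 enzyme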
Target sequence (O95372 whole entry, looked up): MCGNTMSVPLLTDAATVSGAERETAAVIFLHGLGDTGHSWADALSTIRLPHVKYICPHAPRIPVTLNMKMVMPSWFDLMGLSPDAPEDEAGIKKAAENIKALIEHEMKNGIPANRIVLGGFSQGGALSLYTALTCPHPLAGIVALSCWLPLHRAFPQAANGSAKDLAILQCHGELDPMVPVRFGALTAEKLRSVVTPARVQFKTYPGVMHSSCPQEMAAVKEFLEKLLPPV
PME-1 inh – blocks human protein phosphatase methylesterase 1 | Q9Y570 | recombinant PME-1, FP-Rh probe fluorescence polarization | inhibition, % at 5.9 µM | actives 0.53% (n = 320,000) | AID 2130;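 active = inhibition above the campaign mean of all compounds plus 3 SD, cut at about 26% in these data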;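 also: competitive labeling of PME-1 active site by serine hydrolase directed probe; 0% = PME-1 with DMSO and 100% = wells lacking PME-1 enzyme; inhibitors block probe labeling so polarization falls and inhibition rises; many of its hits are not listed in these tables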
Target sequence (Q9Y570 whole entry, looked up): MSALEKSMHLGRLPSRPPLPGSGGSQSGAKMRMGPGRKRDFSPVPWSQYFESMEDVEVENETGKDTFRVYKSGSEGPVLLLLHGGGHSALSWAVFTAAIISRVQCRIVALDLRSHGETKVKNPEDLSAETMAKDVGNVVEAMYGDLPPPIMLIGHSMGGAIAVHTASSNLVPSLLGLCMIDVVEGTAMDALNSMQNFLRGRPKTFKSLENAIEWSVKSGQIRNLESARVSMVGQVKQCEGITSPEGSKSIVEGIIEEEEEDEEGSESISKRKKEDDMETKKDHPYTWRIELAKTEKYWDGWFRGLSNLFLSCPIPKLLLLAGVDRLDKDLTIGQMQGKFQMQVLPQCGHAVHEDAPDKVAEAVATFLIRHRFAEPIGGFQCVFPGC
pPAFAH inh – pPAFAH (human) enzyme inhibition. actives 1.5% (n = 330,000). recombinant pPAFAH, FP-rhodamine probe fluorescence polarization. inhibition, % at 3.39 µM;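 active = inhibition above the mean inhibition across the screen plus 3 SD, cut at about 25% in these data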;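 also: inhibitors block binding of the rhodamine activity-based probe so polarization drops; 0% = enzyme with DMSO and 100% = wells lacking pPAFAH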
LYPLA1 inh – LYPLA1 (human) inhibition in PME1 counter-screen. actives 0.16% (n = 320,000). inhibition, % at 5.9 µM. recombinant LYPLA1, FP-Rh probe fluorescence polarization;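 active = inhibition above the mean of all tested compounds plus 3 SD, set per campaign, cut at about 14% in these data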;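 also: inhibitors block serine hydrolase probe labeling of LYPLA1 so polarization falls; 0% = enzyme with DMSO and 100% = wells lacking LYPLA1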
* marks the source's active call; other numbers are inactive results; · = no result given. A portion of the library (hit frequency here may not be typical).

SMILES	PAFAH1B2 inh	PAFAH1B3 FP inh	GSTO1 inh	PREPL inhibitor	PAD4 FP inh	LYPLA2 inh	PME-1 inh	pPAFAH inh	LYPLA1 inh
COCCCNC(=O)c1cc2c(=O)n3cc(C)ccc3nc2nc1NCC1CCCO1 (centres undefined)	·	·	6	15	3	15	1	4	3
Cc1ncc(C[n+]2csc(CCOC(=O)C34CC5CC(CC(C5)C3)C4)c2C)c(N)n1	7	13	-4	9	0	7	4	3	0
Cc1cccc(CSC2=NCCN2C(=O)C2CC2)c1	2	4	13	11	2	-4	-5	-9	0
CCN(CC)S(=O)(=O)c1ccc(NC(=O)CSc2nnc(-c3cccc(OC)c3)n2C)cc1	7	0	10	3	-2	-1	8	0	-3
COc1ccc(NS(=O)(=O)c2cc(NC(=O)c3cnc(C)cn3)ccc2N2CCCCC2)cc1	0	-5	-16	-10	-3	-28	-16	-5	-19
CCCCN(C(=O)c1oc2ccc(OCC)cc2c1C)c1c(N)n(CC(C)C)c(=O)[nH]c1=O	-4	-1	-6	6	-5	0	-7	4	0
CCOc1ccc(Br)cc1C(=O)Nc1ccc(C(=O)NCC(C)C)cc1	-3	0	-3	0	-6	-1	-5	0	-4
O=C(NC1CCCC1)c1ccc(S(=O)(=O)N2CCOCC2)cc1	-1	2	-2	4	-2	0	4	-1	-3
CC(=O)N1CCc2cc(S(=O)(=O)N3CC(C)CC(C)C3)ccc21 (centres undefined)	8	8	-4	-5	-1	3	5	1	0
Cc1nnc(NC2=NCCC2)o1	0	5	8	1	-6	6	-10	0	1
Cc1ccc(NC(=O)CNCc2ccccc2)c(Br)c1	2	2	1	14	-1	9	5	4	-2
O=c1oc2ccccc2c2nccnc12	3	-4	6	-8	-4	0	-8	-6	3
COC(=O)N1CC(C)N(C(=O)OC)CC1C (centres undefined)	3	6	1	-9	-4	-1	-5	0	-5
Nc1nonc1-n1nnc(C(=O)N/N=C/C=C/c2ccccc2)c1CSC1=NCCS1	·	·	-11	11	8	-11	-7	8	-10
COc1ccc(-n2nnnc2CNC(=O)c2ccc3ccccc3c2)cc1	6	4	-12	-22	0	6	2	0	-3
Cn1cc(S(=O)(=O)NC2CCCCCC2)c(=O)n(C)c1=O	0	4	-3	7	3	-3	5	-1	1
C[C@H]1CN([C@@H](C)CO)C(=O)Cc2cc(NC(=O)Cc3ccccc3)ccc2O[C@H]1CN(C)C(=O)Nc1cccc2ccccc12	5	-4	·	14	-7	·	·	16	·
CCC(C)c1ccc(NC(=O)C2CC2)cc1 (centres undefined)	1	0	2	-2	0	-8	-3	2	2
CC(NC(=O)c1cccnc1)C(=O)N1CCCCC1 (centres undefined)	-1	0	0	-1	0	4	0	-2	-1
COc1cc(OC)nc(Oc2ccccc2C(=O)Oc2ccc(Cl)cc2)n1	3	4	6	16	-1	-8	-6	2	-5
Cc1ccc(S(=O)(=O)N2CCN(C(=O)CSc3ncc(C(F)(F)F)cc3Cl)CC2)cc1	4	3	31	18	7	2	18	12	-3
O=C1CNC(=O)/C1=C\N1CCCCC1	4	3	4	-1	-4	-1	-6	0	0
COc1ccccc1CNC(=O)c1cc(C(C)=O)c[nH]1	0	4	12	-1	-2	0	0	0	1
CC(=O)c1cccc(OCc2cc(C(=O)N(C)CCc3ccccn3)no2)c1	6	-5	0	13	0	14	6	1	1
COc1ccc(S(=O)(=O)Nc2nc3n(n2)C(c2ccc(Cl)cc2)CC(=O)N3)cc1 (centres undefined)	21	6	5	-5	-3	-2	2	5	3

Some of these compounds in order of SMILES length, smallest number first.
SMILES	PAFAH1B2 inh	PAFAH1B3 FP inh	GSTO1 inh	PREPL inhibitor	PAD4 FP inh	LYPLA2 inh	PME-1 inh	pPAFAH inh	LYPLA1 inh
Cc1nnc(NC2=NCCC2)o1	0	5	8	1	-6	6	-10	0	1
O=c1oc2ccccc2c2nccnc12	3	-4	6	-8	-4	0	-8	-6	3
COC(=O)N1CC(C)N(C(=O)OC)CC1C (centres undefined)	3	6	1	-9	-4	-1	-5	0	-5
CC(NC(=O)c1cccnc1)C(=O)N1CCCCC1 (centres undefined)	-1	0	0	-1	0	4	0	-2	-1
Cc1ccc(NC(=O)CNCc2ccccc2)c(Br)c1	2	2	1	14	-1	9	5	4	-2
Cn1cc(S(=O)(=O)NC2CCCCCC2)c(=O)n(C)c1=O	0	4	-3	7	3	-3	5	-1	1
CCOc1ccc(Br)cc1C(=O)Nc1ccc(C(=O)NCC(C)C)cc1	-3	0	-3	0	-6	-1	-5	0	-4
CC(=O)N1CCc2cc(S(=O)(=O)N3CC(C)CC(C)C3)ccc21 (centres undefined)	8	8	-4	-5	-1	3	5	1	0
CC(=O)c1cccc(OCc2cc(C(=O)N(C)CCc3ccccn3)no2)c1	6	-5	0	13	0	14	6	1	1
COc1ccc(S(=O)(=O)Nc2nc3n(n2)C(c2ccc(Cl)cc2)CC(=O)N3)cc1 (centres undefined)	21	6	5	-5	-3	-2	2	5	3
Cc1ncc(C[n+]2csc(CCOC(=O)C34CC5CC(CC(C5)C3)C4)c2C)c(N)n1	7	13	-4	9	0	7	4	3	0
COc1ccc(NS(=O)(=O)c2cc(NC(=O)c3cnc(C)cn3)ccc2N2CCCCC2)cc1	0	-5	-16	-10	-3	-28	-16	-5	-19
CCCCN(C(=O)c1oc2ccc(OCC)cc2c1C)c1c(N)n(CC(C)C)c(=O)[nH]c1=O	-4	-1	-6	6	-5	0	-7	4	0
C[C@H]1CN([C@@H](C)CO)C(=O)Cc2cc(NC(=O)Cc3ccccc3)ccc2O[C@H]1CN(C)C(=O)Nc1cccc2ccccc12	5	-4	·	14	-7	·	·	16	·

(listing goes on)
SMILES	PAFAH1B2 inh	PAFAH1B3 FP inh	GSTO1 inh	PREPL inhibitor	PAD4 FP inh	LYPLA2 inh	PME-1 inh	pPAFAH inh	LYPLA1 inh
Cc1ccc(NC(=O)CN2C(=O)S/C(=C\c3cccn3-c3cccc(C(=O)O)c3)C2=O)c(C)c1	-12	-5	-11	8	-5	30*	-2	1	-5
O=C(Cn1c(C(=O)NCCCN2CCOCC2)cc2sccc21)c1ccccc1	4	5	-3	2	1	6	1	7	0
CCc1nc(-c2ccccc2O)n(-c2ccccc2)n1	6	9	10	8	-3	-5	0	1	-5
CC(=O)c1cc2c(cc1NS(=O)(=O)c1ccc(C)cc1)OCO2	6	4	3	-2	0	4	-2	5	-2
CN(Cc1ccccc1)C(=O)c1[nH]cnc1C(=O)Nc1ccon1	6	5	·	6	-1	7	4	-2	4
O=C(Nc1ccc(-c2nc3cc(Cl)ccc3o2)cc1)C1CCCO1 (centres undefined)	-5	-9	-7	-3	1	-4	1	3	5
CCCCN(C(=O)C(C)Oc1ccc(Cl)cc1)c1c(N)n(CCCC)c(=O)[nH]c1=O (centres undefined)	7	4	6	5	-2	0	-6	4	0
CC1=C(C(=O)N2CCCC(C(=O)c3cccc(C(F)(F)F)c3)C2)OCCO1 (centres undefined)	-1	2	2	5	-2	2	3	3	-2
Cc1ccc(S(=O)(=O)N2CCCC(c3nc(-c4ccc(C)o4)no3)C2)cc1 (centres undefined)	2	7	-4	-1	2	6	-1	3	3
CN(C)C1=NC(=O)/C(=C/c2ccc(-c3ccc(S(N)(=O)=O)cc3)o2)S1	·	·	10	21	-1	-4	-7	0	-3
COc1cccc(Nc2nc(=O)[nH]nc2C)c1	6	3	1	0	1	12	-4	8	4
Cc1cccc(N(CC(=O)N2CCCC2)S(C)(=O)=O)c1	6	8	3	0	-1	3	2	2	3
c1ccc(CNc2nc(N3CCN(Cc4ccccc4)CC3)nc3ccccc23)cc1	·	·	-3	13	0	-11	5	15	-1
c1cncc(CNc2ccc3c(c2)OCO3)c1	1	5	9	44*	-2	-8	8	9	-1
COc1ccc(-n2cc(CNCCCn3ccnc3)c(-c3ccccc3Cl)n2)cc1	0	3	3	-6	5	2	7	5	4
COCC(C)NC(=O)COc1nncc2ccccc12 (centres undefined)	3	1	7	-17	-1	5	-1	1	-1
O=C(c1ccc(CNc2c(N3CCCC3)c(=O)c2=O)cc1)N1CC=C(c2ccccc2)CC1	9	-2	8	43*	2	47*	7	9	12
COCCNC(=O)C(c1cccs1)N(C(=O)Cn1nnc2ccccc21)c1cccc(C(C)=O)c1 (centres undefined)	6	8	4	3	-2	6	-3	4	3
Cc1cc(-c2nnc(SCC(=O)Nc3ccc(C(F)(F)F)cc3)n2C)no1	5	0	7	-5	-1	-4	-8	1	-2
Cc1ccc2oc(C(=O)N3CCN(c4cccc(C)n4)CC3)c(C)c2c1	4	3	1	20	-8	3	-4	10	-3
COc1cccc(NC(=S)NCCN2CCOCC2)c1	5	7	0	4	4	-2	5	-1	0
CCOC(=O)Cc1cnc(NC(=O)Cn2nnc(-c3ccc(OCC)cc3)n2)s1	1	3	5	-24	-1	3	-4	1	-4
O=S1(=O)CCC(S(=O)(=O)N2CCCCCC2)C1 (centres undefined)	-2	-7	1	-4	1	6	-1	0	2
Cc1nn(-c2ccc(F)cc2)c(Cl)c1/C=C/C(=O)N1CCNC(=O)C1	-2	-5	0	2	1	0	-6	-2	-1
O=C(CSc1nc(-c2ccco2)cc(C(F)(F)F)n1)Nc1ccc(C(=O)N2CCCCC2)cc1	2	1	-4	8	1	6	3	-1	-1

Not a retest: 2 of the compounds above.
SMILES	PAFAH1B2 inh	PAFAH1B3 FP inh	GSTO1 inh	PREPL inhibitor	PAD4 FP inh	LYPLA2 inh	PME-1 inh	pPAFAH inh	LYPLA1 inh
Cc1cc(-c2nnc(SCC(=O)Nc3ccc(C(F)(F)F)cc3)n2C)no1	5	0	7	-5	-1	-4	-8	1	-2
Cc1ccc2oc(C(=O)N3CCN(c4cccc(C)n4)CC3)c(C)c2c1	4	3	1	20	-8	3	-4	10	-3

Later entries.
SMILES	PAFAH1B2 inh	PAFAH1B3 FP inh	GSTO1 inh	PREPL inhibitor	PAD4 FP inh	LYPLA2 inh	PME-1 inh	pPAFAH inh	LYPLA1 inh
O=C(NOC(=O)c1ccccc1)c1ccccc1	-2	4	5	31	-6	-4	-4	-5	1
Cc1c(OCC(=O)N2CCC(C(=O)O)CC2)ccc2c3c(c(=O)oc12)CCCC3	1	-1	-7	1	-1	0	-6	3	-1
Cc1ccc(-c2[nH]ncc2C(=O)c2ccc(Br)cc2)c(O)c1	4	-8	8	-6	6	-8	-8	-8	-2
Cc1[nH]n(-c2ncc(-c3ccc(Cl)cc3)s2)c(=O)c1C(c1ccc(Cl)cc1)C(C#N)C#N (centres undefined)	7	13	13	7	-9	4	26	29*	0
CCCCC1=CC2=CC(=O)C(C)(OC(=O)CC)C(=O)C2=CN1CC(C)C (centres undefined)	-3	5	31	21	-1	10	2	2	6
Cc1ccc2cc(CCNC(=O)c3cccs3)c(=O)[nH]c2c1C	4	0	-2	0	5	0	1	-1	-1
Fc1ccccc1C(c1nnnn1Cc1ccc2c(c1)OCO2)N1CCN(Cc2ccco2)CC1 (centres undefined)	4	7	-3	20	1	11	1	7	4
CCN(CC)C(=O)CSc1nnnn1-c1ccc(F)c(Cl)c1	11	7	5	-7	4	3	0	2	3
C/C(N)=C(/C#N)C(=O)COC(=O)CC1CCCC1	4	2	10	21	6	5	-10	2	3
COc1cc(/C=N/N2CCN(C3c4ccccc4-c4ccccc43)CC2)cc(OC)c1OC	1	6	0	12	-2	-2	4	-6	-2
COc1ccc(-n2c(SCC(=O)Nc3ccccc3)nc3c(c2=O)SCC3)cc1	8	14	0	10	-5	-1	-5	0	1
CCOc1ccc(Nc2nc3ccccc3n3nnnc23)cc1	-2	7	3	20	8	-2	13	5	-8
COc1ccc(OC)c(N(CC(=O)NCc2cccnc2)S(C)(=O)=O)c1	3	-1	1	0	2	4	-6	3	3
